Screening results (PubChem)
HER2 expr 66K – inhibitors of Her2 protein expression, primary screen, SKBR-3 cells, AlphaScreen, 66K library | HER2 level % of control, % at 10 µM | Receptor tyrosine-protein kinase erbB-2 (Homo sapiens), P04626 | SKBR-3 HER2 protein level, 18-24 h; active compounds read low | AID 645, 2007 | 65,000 compounds, 0.69% hits;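 active = HER2 level under 5% of the carrier-only control; inconclusive = no clear call, values can overlap the other calls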;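 also: 100% = DMSO carrier and 0% = 500 nM PU-H71 HSP90 inhibitor; lower value means stronger loss of Her2 protein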
CatL inh – inhibitors of human cathepsin L, biochemical. purified cathepsin L, fluorogenic substrate, fluorescence. 58,000 compounds, 0.17% hits. AID 460, 2006. inhibition, %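 (tested at 10 µM)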; in the data active = inhibition above about 45%;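 also: 0% = enzyme with no compound and 100% = no enzyme blank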
ROCK2 blocker – inhibitors of human ROCK2 kinase, primary screen, biochemical, high-throughput, luminescence. purified ROCK2, Kinase-Glo ATP depletion luminescence. inhibition, % at 6 µM. 60,000 compounds, 0.35% hits;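 active = inhibition above the screen-wide mean inhibition plus 3 SD, cut at about 18% in these data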;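 also: plate controls were DMSO wells for no effect and Y-27632 control wells after no-enzyme background subtraction for full effect; many of its hits are not listed in these tables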
CatS inh – inhibitors of human cathepsin S, biochemical, compound mixtures; recombinant cathepsin S, AMC dipeptide fluorescence, pooled mixtures; inhibition, %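 (tested at 5 µM per compound within 10-compound mixtures)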; 62,000 compounds, 0.06% hits; AID 501, 2006; in the data active = inhibition above about 32%, passing the limit was not always enough; inconclusive = no clear call, values can overlap the other calls;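 also: 0% = enzyme without compound and 100% = blank without enzyme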
C1s block – complement C1s protease inhibitors, primary screen, biochemical, 10-compound mixtures | purified C1s, fluorogenic AMC substrate, pooled mixtures | AID 538, 2006 | Complement C1s subcomponent (Homo sapiens), P09871 | mean inhibition % of two 10-compound mixtures (active compounds read high), % at 5 µM (by protocol) | 62,000 compounds, 0.16% hits;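 active = inhibition above 20% in each of the two 10-compound mixture wells holding the compound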;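 also: 0% = enzyme wells lacking compound mixture and 100% = no-enzyme blank wells; some compounds called inactive have numbers as strong as hits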
Target sequence (P09871 16-437 limits assumed): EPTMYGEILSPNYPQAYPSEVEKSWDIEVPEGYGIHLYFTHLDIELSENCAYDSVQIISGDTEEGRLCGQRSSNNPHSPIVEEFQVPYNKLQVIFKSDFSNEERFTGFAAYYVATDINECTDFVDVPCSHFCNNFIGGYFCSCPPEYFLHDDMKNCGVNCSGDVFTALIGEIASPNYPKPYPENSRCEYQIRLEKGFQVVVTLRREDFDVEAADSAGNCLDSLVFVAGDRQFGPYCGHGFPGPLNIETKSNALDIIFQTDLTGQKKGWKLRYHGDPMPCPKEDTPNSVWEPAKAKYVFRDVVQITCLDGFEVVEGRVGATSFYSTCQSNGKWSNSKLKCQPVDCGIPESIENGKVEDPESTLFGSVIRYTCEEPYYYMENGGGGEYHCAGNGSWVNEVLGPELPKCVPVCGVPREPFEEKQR
Target sequence (P09871 438-688 limits assumed): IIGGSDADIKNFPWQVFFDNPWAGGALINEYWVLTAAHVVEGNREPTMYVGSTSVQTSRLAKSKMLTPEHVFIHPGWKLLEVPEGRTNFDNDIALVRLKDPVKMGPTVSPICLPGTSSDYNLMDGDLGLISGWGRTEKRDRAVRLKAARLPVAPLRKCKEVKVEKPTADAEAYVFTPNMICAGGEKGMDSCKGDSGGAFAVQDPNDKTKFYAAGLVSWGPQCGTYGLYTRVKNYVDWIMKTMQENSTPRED
Cathepsin G inh – human cathepsin G inhibitors, primary screen, biochemical, pooled compound mixtures, AMC fluorescence | purified enzyme, AMC-tetrapeptide fluorescence | 62,000 compounds, 0.2% hits | AID 581, 2007 | inhibition, % at 5 µM (by protocol);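 active = inhibition above 20% in each of the two mixture wells holding the compound; inactive = inhibition of 20% or less in either well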;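 also: 0% = enzyme control without mixture and 100% = blank lacking enzyme; strong numbers were not always called active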
Target sequence (P08311 21-244 limits assumed): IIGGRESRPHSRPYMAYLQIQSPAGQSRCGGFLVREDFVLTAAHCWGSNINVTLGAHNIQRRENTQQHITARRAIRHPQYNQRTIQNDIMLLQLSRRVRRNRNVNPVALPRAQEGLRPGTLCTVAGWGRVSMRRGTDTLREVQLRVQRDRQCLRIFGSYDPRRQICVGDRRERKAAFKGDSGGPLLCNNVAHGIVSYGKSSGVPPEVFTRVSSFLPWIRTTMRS
CatB block – human cathepsin B inhibitors, primary screen, biochemical, fluorogenic substrate; inhibition, %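 (tested at 10 µM)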; purified cathepsin B, fluorescence; 63,000 compounds, 0.1% hits; in the data active = inhibition above about 21%;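 also: 0% = enzyme with no compound and 100% = no enzyme blank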
PKA inh – inhibitors of human PKA kinase activity, primary screen, biochemical, ATP-depletion luminescence, Kemptide substrate | inhibition, % at 6 µM | cAMP-dependent protein kinase catalytic subunit alpha (Homo sapiens), P17612 | PKA Kemptide phosphorylation, Kinase-Glo ATP luminescence | 65,000 compounds, 0.1% hits;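 active = inhibition above the screen-wide mean inhibition plus 3 SD, cut at about 21% in these data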; also: many of its hits are not listed in these tables
CatB mix inh – cathepsin B inhibitors from pooled compounds, primary screen, biochemical, compound mixtures, AMC fluorescence. P07858. inhibition, %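 (ten-compound pools at 5 µM per compound and 50 µM total)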. Purified cathepsin B, AMC dipeptide fluorescence. 62,000 compounds, 0.06% hits; in the data active = inhibition above about 22%, passing the limit was not always enough; inconclusive = no clear call, values can overlap the other calls;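 also: 0% = enzyme without compound and 100% = no enzyme blank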
Starred values were filed as active, the others as inactive; ? = inconclusive; . = no result given. These rows are one share of the data; rates above refer to the full screens.

SMILES	HER2 expr 66K	CatL inh	ROCK2 blocker	CatS inh	C1s block	Cathepsin G inh	CatB block	PKA inh	CatB mix inh
CCOC(=O)Cc1csc(NC(=O)c2ccco2)n1	85	.	9	-2	-18	-6	-2	8	-1
COc1cccc(OC)c1C(=O)Nc1ccc(S(=O)(=O)Nc2cc(C)nc(C)n2)cc1	88	4	.	13	-3	-4	7	-5	3
O=C(Cn1c(=O)n(CC2CCCO2)c(=O)c2ccccc21)c1ccccc1 (stereo not given)	91	35	-3	3	0	-38	-5	-4	4
Cc1ccc2cc(C#N)c(NCCNC(=O)C3CCC3)nc2c1C	80	10	-3	7	-3	-1	1	-5	0
CCn1c(SC(C)C(=O)O)nc2sc3c(c2c1=O)CCC3 (stereo not given)	83	26	-15	.	.	.	1	-2	.
COc1cc(OC)c(N(C)C(=O)CCNC(=O)Cn2cnc3ccccc3c2=O)cc1Cl	65	8	6	-1	17	12	5	11	2
N#Cc1ccccc1NC1=CC(=O)CCC1	97	-2	3	-2	5	4	1	1	-1
CCOC(=O)c1c(C)oc2ccc(O)c(CN3CCCCC3)c12	78	3	0	.	2	2	-4	-8	44
COc1ccc(C(=O)OCC(=O)c2cc(OC)ccc2OC)c(OC)c1	95	.	.	-5	7	6	2	-7	13
COc1cccc(-c2nn3c(-c4cc(C)[nH]n4)nnc3s2)c1	145	.	4	-6	1	7	2	8	-5
CCOC(=O)C(N)CSC1CC(=O)N(c2ccc(C(=O)OC)cc2)C1=O (stereo not given)	87	3	-2	4	1	3	-4	-8	-3
Cc1ccc(N2CC(C(=O)Nc3cccc(F)c3)CC2=O)cc1 (stereo not given)	119	.	3	-3	3	1	2	8	-1
O=C(c1ccco1)N(CC1CCCO1)c1nc(-c2ccccc2)cs1 (stereo not given)	67	-10	1	-9	-16	-4	-7	2	3
CC(CN(C)Cc1ccccc1)OC(=O)C1COc2ccccc2O1 (stereo not given)	73	6	2	-22	-31	-23	-4	7	-6
CCn1cc(C(C)NC(=O)COc2ccc(Cl)cc2C)c(C)n1 (stereo not given)	54	12	-6	-7	12	7	2	-2	4
O=C(OC1CCOC1=O)c1cncc(Br)c1 (stereo not given)	79	7	2	-6	12	8	1	7	3
COCCn1c(C)cc(C(=O)CSc2nncn2-c2ccccc2)c1C	75	.	3	0	-9	11	5	6	4
COc1ccc(C2CC(=O)c3cnc(NC(=O)c4ccccc4)nc3C2)c(OC)c1 (stereo not given)	55	7	-12	-4	-16	-4	-2	-16	-8
COC(C(=O)Nc1cccc(F)c1)c1ccccc1 (stereo not given)	73	.	-5	8	16	54	-2	-3	2
COc1ccc(OC)c(C2C=C(c3ccc(C)c(C)c3)Nc3nnnn32)c1 (stereo not given)	47	8	2	-11	14	10	7	1	6
CCOC(=O)C1CCCN(C(=O)c2cc3nc(-c4cccc(OC)c4)cc(C(F)(F)F)n3n2)C1 (stereo not given)	114	7	8	0	-2	13	6	7	-1
Nc1c(N2CCOCC2)cc(Cl)c2nonc12	118	-1	6	18	5	4	-1	10	4
O=C(O)CCCC(=O)Nc1nc(-c2ccc(F)cc2)cs1	39	-4	8	0	17	16	7	16	7
Cc1ccc2c(CSc3nncs3)cc(=O)oc2c1	149	5	0	8	-5	1	-3	3	7
CCOC(=O)C1C2C=CC3(CN(Cc4ccco4)C(=O)C13)O2 (stereo not given)	83	15	-4	6	11	10	0	-3	6
C=CCOc1cccc(C2C(C(=O)c3ccc(C)o3)=C(O)C(=O)N2CCN(C)C)c1 (stereo not given)	100	1	3	-3	-15	-3	0	11	1
Cc1nc(N2CCC3(CC2)OCCO3)c2nnn(Cc3ccccc3F)c2n1	109	0	.	27	11	3	1	-3	4
CCOc1c(OC)cc(C2C(C#N)=C(N)Oc3n[nH]c(-c4ccncc4)c32)cc1OC (stereo not given)	84	-1	3	1	15	11	5	0	3
CCn1c2ccccc2c2nc3cc(S(=O)(=O)N4CCOCC4)ccc3nc21	91	-1	3	15	-5	5	7	5	6
CCN(CC)c1ccc(NC(=O)Cn2nnc(-c3cccc(OC)c3OC)n2)c(C)c1	72	27	6	0	9	14	4	13	-2
CCN(CC)CCNC(=O)Cc1c(C(=O)O)n(CC)c2ccccc12	124	3	-2	-12	-36	-12	-1	3	-7
Cc1cc(NC(=O)c2cc(-c3ccccn3)nc3ccccc23)no1	91	-1	2	4	-3	-7	0	10	2
CC(C)CCOCC1CC2(CC(C)(c3csc(N)n3)OC2=O)C(=O)O1 (stereo not given)	92	29	2	14	3	10	4	-3	6
O=C(Nc1ccc(N2CCCC2)cc1)c1cccc(F)c1	70	21	-3	4	2	4	-1	4	0
COc1ccc(NC(=O)CCc2nc(-c3ccc(C)cc3)no2)c(OC)c1	88	0	1	-2	-21	-4	2	-2	-1
CCOc1cc2[nH]c(=S)n(CCCN3CCCC3=O)c(=O)c2cc1OCC	105	-5	.	-1	11	9	0	-4	7
CCn1nnc(-c2ccccc2NS(=O)(=O)c2ccc(S(=O)(=O)N3CCCCCC3)cc2)n1	108	.	1	0	-24	10	1	-2	5
COC(=O)c1ccc(C(=S)N2CCOCC2)cc1	96	1	2	10	-15	-6	3	10	-5
COc1cccc2cc(C(=O)N3CCN(c4ncccn4)CC3)c(=O)oc12	123	-9	7	-5	0	-3	0	12	-1
Cc1nn(-c2ccccn2)c2nc(-c3cccs3)cc(C(=O)N3CCOCC3)c12	96	-67	2	1	-64	-4	-8	7	-6
O=C1C(CCS(=O)c2ccccc2)C(=O)N(c2ccccc2)N1c1ccccc1 (stereo not given)	94	12	6	-1	1	6	-1	1	7
Cc1[nH]c(=O)[nH]c(=O)c1S(=O)(=O)N(C)Cc1ccccc1	79	-6	5	2	-1	-3	5	11	3
O=C1N(Cc2ccc3c(c2)OCO3)c2ccccc2C1(O)c1c[nH]c2ccccc12 (stereo not given)	77	0	12	1	1	1	-3	-7	6
O=C1C2C3C=CC(C3)C2C(=O)N1CNc1ccccc1 (stereo not given)	.	.	.	-8	-1	-1	-2	4	-4
O=C(NCCN1CCN(c2ccccc2)CC1)c1ccc(NC(=O)C2CCCO2)cc1 (stereo not given)	110	0	.	-6	3	-3	6	1	4
CC(=O)Nc1ccc(OCC(O)Cn2nc(C)nc2C)cc1 (stereo not given)	94	3	0	-3	7	6	2	-3	-1
CC1(C)CC(=O)c2cc(C(=O)NCc3ccco3)c(=O)n(-c3ccc(Cl)cc3)c2C1	81	1	2	-1	-4	-1	0	-2	5
Cc1ccc(-n2c(SCC(=O)NCC3CCCO3)nc3c(c2=O)SCC3)cc1 (stereo not given)	175	15	.	0	-32	9	1	4	3
CCc1nn2c(N3CCOCC3)cc(C)nc2c1-c1ccc(F)cc1	107	10	5	5	0	8	3	8	4
O=C(NC1CC1)c1c[nH]c2ccc(S(=O)(=O)Nc3cccc(C(F)(F)F)c3)cc2c1=O	94	0	-4	0	1	5	-4	-3	10
CCCCn1c(-c2ccccc2)nnc1-c1ccccc1	95	16	0	3	-32	-1	3	-3	-1
O=C(Nc1ccc(S(=O)(=O)N2CCOCC2)cc1)c1ccco1	109	0	2	1	-9	4	3	1	2
Cn1c(NC(=O)c2ccco2)c(-c2ccccc2)c(=O)c2ccccc21	121	11	1	14	-7	8	7	3	8
CCOc1ccc(C(=O)N(Cc2ccc(N(C)C)cc2)C2CCS(=O)(=O)C2)cc1 (stereo not given)	97	4	4	9	-4	8	-3	3	-2
Cc1ccccc1CS(=O)(=O)Cc1ccc(C(=O)NCC2CCCO2)o1 (stereo not given)	84	11	5	-4	-34	-8	2	11	-6
Cc1ccc(C(=O)Nc2c3c(nn2C(C)(C)C)CS(=O)(=O)C3)cc1C	117	10	.	?	-26	-6	-2	8	6
CC(=O)c1ccc(NC(=O)CSc2nnc(NC(=O)CN3CCOCC3)s2)cc1	91	-5	.	1	-3	-1	6	-5	1
COCCn1nnnc1C(c1ccccc1)N1CCN(Cc2ccc3c(c2)OCO3)CC1 (stereo not given)	83	8	-2	-13	-23	4	2	-1	0
O=C(NCc1ccc2c(c1)OCO2)c1ccc(CS(=O)(=O)c2ccc(Br)cc2)o1	93	.	-3	17	-1	0	-1	-6	0
COc1ccc(-c2noc(CCC(=O)N3CCN(c4cccc(C(F)(F)F)c4)CC3)n2)cc1	95	0	.	4	25	20	-1	-4	15

(cont.)
SMILES	HER2 expr 66K	CatL inh	ROCK2 blocker	CatS inh	C1s block	Cathepsin G inh	CatB block	PKA inh	CatB mix inh
Cc1cc(=O)c2n(Cc3ccccc3Cl)nc[n+]2[nH]1	74	12	.	0	5	3	3	8	0
O=C(Nc1ccc2c(c1)OCO2)Nc1cnccn1	81	30	4	0	-2	1	1	2	1
O=C(Nc1ccc2c(c1)oc1ccccc12)C1CC1	69	6	6	0	5	9	0	10	-6
CCn1c(N)c(C(N)=O)sc1=S	105	-5	2	-1	-7	-3	0	-4	7
O=P(O)(CCc1ccncc1)CN1CCCCC1	130	.	3	-3	0	6	6	7	2
O=C(COc1ccccc1)NCC(=O)NC1=NCCS1	89	11	3	-15	-63	1	2	3	3
N#Cc1cccc(C(c2nnnn2Cc2ccccc2)N2CCCC2)c1 (stereo not given)	72	7	-1	4	5	2	2	10	-3
CCCOc1ccc2oc(=O)c3c(c2c1)CCCN3C(=O)CN1CCCC(C(=O)OCC)C1 (stereo not given)	69	-5	6	-2	-15	6	-1	9	3
CC1CCc2nc(NC(=O)c3cc(C(C)(C)C)nn3C)sc2C1 (stereo not given)	95	-5	3	10	10	26	2	2	1
COc1ccc(OC)c(S(=O)(=O)N(C)CC(=O)Nc2cc(Cl)ccc2OC)c1	98	7	4	-6	6	10	-1	9	-6
CN(CCNC(=O)C1CC(=O)N(C2CCCC2)C1)Cc1ccccc1 (stereo not given)	121	18	2	-10	-45	1	3	6	-6
COC(=O)c1ccc(C2C(C#N)=C(N)Oc3cc(C)n(C)c(=O)c32)cc1 (stereo not given)	97	15	2	7	-8	11	0	6	-9
CCC(C)C(=O)Nc1cc(OC)c(OC)cc1C(=O)O (stereo not given)	89	4	7	-4	5	-2	-2	6	4
CCc1ccccc1N1C(=O)C2CC=CCC2C1=O (stereo not given)	80	-9	-1	-10	14	10	3	-7	2
CN(C)S(=O)(=O)c1ccc(C(=O)Nc2ccnn2C2CCCCC2)cc1	165	-8	5	0	-30	0	-6	8	3
C=CCSc1ncccc1C(=O)O	102	0	-4	.	-14	-1	9	13	45
CCc1ccccc1OCC(=O)Nc1ccc(S(N)(=O)=O)cc1	109	-9	-3	2	0	-1	4	8	24
CC(C(=O)NCc1ccccc1)N1C(=O)C2CC=C(Cl)CC2C1=O (stereo not given)	98	.	-9	-7	-12	-5	0	1	-1

As a short view, part of the list above.
SMILES	HER2 expr 66K	CatL inh	ROCK2 blocker	CatS inh	C1s block	Cathepsin G inh	CatB block	PKA inh	CatB mix inh
CN(C)S(=O)(=O)c1ccc(C(=O)Nc2ccnn2C2CCCCC2)cc1	165	-8	5	0	-30	0	-6	8	3
C=CCSc1ncccc1C(=O)O	102	0	-4	.	-14	-1	9	13	45
CCc1ccccc1OCC(=O)Nc1ccc(S(N)(=O)=O)cc1	109	-9	-3	2	0	-1	4	8	24
CC(C(=O)NCc1ccccc1)N1C(=O)C2CC=C(Cl)CC2C1=O (stereo not given)	98	.	-9	-7	-12	-5	0	1	-1
